LYPLA1 inh = LYPLA1 (human) inhibition in PME1 counter-screen; O75608; recombinant LYPLA1, FP-Rh probe fluorescence polarization; inhibition, % at 5.9 µM; actives 0.16% (n = 320,000); AID 2174;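 active means inhibition above the mean of all tested compounds plus 3 SD, set per campaign, cut at about 14% in these data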;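 further: inhibitors block serine hydrolase probe labeling of LYPLA1 so polarization falls; 0% = enzyme with DMSO and 100% = wells lacking LYPLA1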
PAFAH1B3 FP inh = PAFAH1B3 (human) inhibition; AID 492972; inhibition, % at 3.39 µM; actives 0.28% (n = 340,000); Q15102; recombinant PAFAH1B3, FP-rhodamine probe, fluorescence polarization;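 active means inhibition above the screen-wide average of all tested compounds plus 3 SD, cut at about 25% in these data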;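 further: 0% = enzyme with DMSO only and 100% = wells lacking PAFAH1B3 protein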
GSTO1 counter = GSTO1 inhibition, counter-screen for RBBP9 inhibitors. P78417. recombinant GSTO1, activity-based probe fluorescence polarization. inhibition, % at 5.96 µM. actives 1.1% (n = 300,000);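 active means inhibition above the campaign mean inhibition plus 3 SD, cut at about 35% in these data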;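 further: 0% = GSTO1-1 with DMSO and 100% = wells lacking GSTO1-1 enzyme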
Target sequence (P78417 whole entry, looked up): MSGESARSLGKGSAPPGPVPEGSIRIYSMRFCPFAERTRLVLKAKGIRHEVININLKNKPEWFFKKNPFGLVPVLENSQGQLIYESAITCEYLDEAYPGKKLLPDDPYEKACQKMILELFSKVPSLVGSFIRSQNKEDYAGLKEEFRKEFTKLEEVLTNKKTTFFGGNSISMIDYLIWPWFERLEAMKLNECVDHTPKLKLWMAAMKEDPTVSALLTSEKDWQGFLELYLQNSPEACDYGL
pPAFAH FP inh = inhibitors of human plasma PAF acetylhydrolase (pPAFAH) | inhibition, % at 3.39 µM | AID 463082 | Q13093 | actives 1.5% (n = 330,000) | recombinant pPAFAH, FP-rhodamine probe fluorescence polarization;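 active means inhibition above the mean inhibition across the screen plus 3 SD, cut at about 25% in these data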;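 further: inhibitors block binding of the rhodamine activity-based probe so polarization drops; 0% = enzyme with DMSO and 100% = wells lacking pPAFAH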
PAFAH1B2 FP inh = PAFAH1B2 (human) inhibition | inhibition, % at 3.39 µM | actives 1.2% (n = 340,000) | P68402 | AID 492953 | recombinant PAFAH1B2, FP-rhodamine activity probe, fluorescence polarization;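 active means inhibition above the mean of all tested compounds plus 3 SD, cut at about 24% in these data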;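 further: 0% = enzyme with DMSO and 100% = wells lacking PAFAH1B2; many of its hits are not listed in these tables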
LYPLA2 inh = LYPLA2 (human) inhibition in PME1 counter-screen. recombinant LYPLA2, FP-Rh probe fluorescence polarization. inhibition, % at 5.9 µM. actives 0.38% (n = 320,000). AID 2177;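 active means inhibition above the screen-wide mean plus 3 SD, limit set per campaign, cut at about 26% in these data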;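 further: 0% = LYPLA2 with DMSO and 100% = wells lacking LYPLA2 enzyme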
PAD4 FP inh = blocks human protein arginine deiminase 4. Q9UM07. recombinant PAD4, RCA probe fluorescence polarization. inhibition, % at 6.36 µM. actives 0.41% (n = 330,000);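 active means percent inhibition above a cutoff equal to the mean of all tested compounds plus 3 SD, cut at about 15% in these data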;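 further: 0% = PAD4 with RCA probe and DMSO and 100% = probe without PAD4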
PME-1 inh = blocks human protein phosphatase methylesterase 1; recombinant PME-1, FP-Rh probe fluorescence polarization; actives 0.53% (n = 320,000); Q9Y570; inhibition, % at 5.9 µM;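 active means inhibition above the campaign mean of all compounds plus 3 SD, cut at about 26% in these data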;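 further: competitive labeling of PME-1 active site by serine hydrolase directed probe; 0% = PME-1 with DMSO and 100% = wells lacking PME-1 enzyme; inhibitors block probe labeling so polarization falls and inhibition rises; many of its hits are not listed in these tables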
PREPL inhibitor = human PREPL enzyme inhibition; recombinant PREPL, fluorescence polarization activity-based probe; inhibition, % at 5.96 µM; actives 0.68% (n = 320,000); AID 2751; in the data active means inhibition above about 43%;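 further: 0% = enzyme with DMSO and 100% = wells lacking enzyme; many of its hits are not listed in these tables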
Target sequence (Q4J6C6 whole entry, looked up): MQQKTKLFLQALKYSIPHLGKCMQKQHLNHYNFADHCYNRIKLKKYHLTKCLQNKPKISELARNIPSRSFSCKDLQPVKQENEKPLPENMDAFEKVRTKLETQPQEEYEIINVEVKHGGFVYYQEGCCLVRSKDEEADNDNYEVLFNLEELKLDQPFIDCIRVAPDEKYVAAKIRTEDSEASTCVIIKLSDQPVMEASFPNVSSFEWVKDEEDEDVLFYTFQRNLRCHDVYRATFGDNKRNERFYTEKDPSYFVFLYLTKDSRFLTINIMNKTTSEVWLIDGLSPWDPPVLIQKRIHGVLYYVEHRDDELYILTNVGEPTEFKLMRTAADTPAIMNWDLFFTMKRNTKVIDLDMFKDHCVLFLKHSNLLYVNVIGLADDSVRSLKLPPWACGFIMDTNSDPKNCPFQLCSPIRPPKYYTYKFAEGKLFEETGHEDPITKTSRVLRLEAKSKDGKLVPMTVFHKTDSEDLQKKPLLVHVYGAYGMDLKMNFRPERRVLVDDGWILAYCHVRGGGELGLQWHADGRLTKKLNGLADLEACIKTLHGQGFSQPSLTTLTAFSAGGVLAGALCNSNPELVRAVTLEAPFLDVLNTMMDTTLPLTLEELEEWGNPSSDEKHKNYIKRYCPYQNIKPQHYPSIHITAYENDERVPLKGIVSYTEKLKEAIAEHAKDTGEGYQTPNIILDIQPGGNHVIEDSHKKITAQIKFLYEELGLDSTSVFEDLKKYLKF
* = called active by the depositor; x = no result given. An excerpt, so the mix of outcomes need not match the whole.

compound	LYPLA1 inh	PAFAH1B3 FP inh	GSTO1 counter	pPAFAH FP inh	PAFAH1B2 FP inh	LYPLA2 inh	PAD4 FP inh	PME-1 inh	PREPL inhibitor
Cc1cccc(C(=O)N2CCCC(N3CCN(Cc4ccc5c(c4)OCO5)CC3)C2)n1 (configuration not stated)	-2	-1	-4	-2	2	-6	-1	0	23
CC(Sc1nncs1)C(=O)NCc1ccc2c(c1)OCO2 (configuration not stated)	-1	4	-3	-4	2	-2	-1	-1	0
CNC(=O)CN(c1ccc(C(C)C)cc1)S(C)(=O)=O	2	-1	-3	-3	2	-2	3	0	13
Cc1cc(Cl)ccc1C(=O)C1CCCN(C(=O)c2cccnc2C)C1 (configuration not stated)	-2	-5	5	0	0	-9	3	0	5
Cn1cc(SCC(=O)NCC2CCCO2)c2ccccc21 (configuration not stated)	2	6	2	-5	1	1	0	-2	-2
COC(=O)[C@]1(Cc2ccccc2)N[C@H](CN(C)S(=O)(=O)c2ccc(C)cc2)[C@@H]2C(=O)N(Cc3ccccc3)C(=O)[C@@H]21	x	1	x	0	2	x	-5	x	8
CCOC(=O)/C=C/c1ccc2c(c1)S(=O)(=O)N(Cc1ccc(OC)cc1)[C@H]2CC(=O)OCC	0	-3	-1	5	1	-1	-1	3	-1
O=C(COC(=O)c1ccccc1)Nc1ccccc1N1CCOCC1	-1	6	-9	-2	4	4	-4	-2	2
CCOC(=O)/C(C#N)=C/C1=C(N2CCOCC2)C(C)(C)OCC1	2	6	3	7	4	0	0	1	0
Cc1ccc(C)c(N2CCN(C3CCCC(C)C3)CC2)c1 (configuration not stated)	-1	8	5	0	0	4	0	-4	3
Cc1ccc2nc(-c3ccc4c(c3)OCCO4)cc(C(=O)O)c2c1	1	5	-25	0	18	-3	-8	3	-3
O=[N+]([O-])c1ccc(/C=N/Nc2nc3ccccc3o2)cc1	-1	6	9	3	2	-3	-4	6	-2
COc1ccc(S(=O)(=O)N2CCc3ccccc3C2)cc1C(=O)O	3	-3	5	-2	13	11	0	-2	6
CC1(c2ccccc2)NC(=O)N(CC(=O)NCc2cccc(Cl)c2)C1=O (configuration not stated)	3	2	12	-2	-3	2	1	1	0
Cc1cccc(NC(=O)c2nc[nH]c2C(=O)NCCCCNC(=O)c2[nH]cnc2C(=O)Nc2cccc(C)c2)c1	x	2	x	-2	-4	x	4	x	-8
CC1CCCCN1c1nc2nonc2nc1N1CCCCC1C (configuration not stated)	0	5	4	4	3	-8	-2	-2	0
COc1ccc(C(C)=O)cc1COc1ccc([N+](=O)[O-])c(C)c1	-1	2	-10	3	6	10	-2	-2	5
CC(O)C(NS(=O)(=O)c1ccc(Cl)cc1)C(=O)OCC(=O)c1c[nH]c2ccccc12 (configuration not stated)	-1	5	2	2	1	-3	-1	-1	-41
CN(CC(=O)Nc1ccc(F)cc1)CC(=O)N1CCCCC1	1	3	x	-2	-5	3	-2	9	8
COc1ccc(N(CC(=O)NCc2ccc(F)cc2)S(=O)(=O)c2c(C)n[nH]c2C)cc1	3	5	1	-2	4	9	-8	-2	-2
CN(C(=S)Nc1ccc(F)cc1)C(c1ccccc1)c1ccccc1	-2	1	-6	0	5	1	-2	1	3
O=C(COC(=O)c1cccnc1Cl)NC(=O)NC1CCCCC1	x	6	x	1	5	x	2	x	6
CCSc1oc(-c2cccs2)nc1S(=O)(=O)c1ccccc1	-1	4	4	2	7	5	-2	2	-16
O=C(Cn1cnnn1)Nc1cccc(S(=O)(=O)N2CCCCC2)c1	-1	1	7	0	12	5	-4	-1	2
O=C(CSc1nc2c(cnn2-c2cccc(Cl)c2)c(=O)[nH]1)NCC1CCCO1 (configuration not stated)	0	6	x	-1	10	0	3	4	14
O=C(CN(C(=O)c1csnn1)c1ccc(F)cc1)NCc1ccc2c(c1)OCO2	4	5	4	2	3	4	-2	-4	-5
O=C1Nc2c(Br)cc(Br)cc2C1(O)N1CCOCC1 (configuration not stated)	-4	38*	71*	-1	10	1	-7	11	1
COc1cccc(C(=O)Nc2cc(Cl)c(O)c(Cl)c2)c1	0	1	11	5	3	5	3	-6	17
O=C(NC(Cc1c[nH]c2ccccc12)c1nnc2n1CCCCC2)c1ccccc1Cl (configuration not stated)	2	0	-5	3	1	9	-3	-2	10
CC1CN(C(=S)NC(=O)c2ccc([N+](=O)[O-])cc2)CC(C)O1 (configuration not stated)	-5	5	1	-2	3	-13	0	-6	17
COc1cccc(CNC(=O)C(CCSC)NS(=O)(=O)c2ccc3c(c2)oc(=O)n3C)c1 (configuration not stated)	0	1	3	2	-1	-1	3	-7	18
COc1ccc(OC)c(/C=N\NC(=O)c2ccc(=O)n(C)c2)c1	2	2	4	-1	1	4	3	1	4
CC(Oc1ccc(Cl)cc1Cl)c1nc(-c2ccc(NC(=O)c3ccncc3)cc2)no1 (configuration not stated)	-37	-33	-61	-33	-16	-88	0	-76	-34
CCOC(=O)C1(C(=O)O)NC(=O)CC1c1ccccc1 (configuration not stated)	1	-2	1	1	4	3	-2	-9	-13
CCn1c(=N)n(CC(O)c2cccs2)c2ccccc21 (configuration not stated)	2	0	0	1	-2	-2	-5	-1	11
Cc1cc(C)c(C#N)c(SCC(=O)c2ccccc2)n1	-2	-5	8	1	2	9	3	-1	9
CC(=O)N1CCN(CC(C)(C)NS(=O)(=O)c2ccccc2)CC1	x	5	x	7	-2	x	-3	x	3
CC1(C)NC(=O)N(CC(=O)N2CCC(Cc3ccccc3)CC2)C1=O	-2	-1	3	5	-1	-2	-2	2	8
COc1ccc(-c2cc(C(=O)OCC(=O)N3CCCC3)c3ccccc3n2)cc1	-4	5	-1	0	3	-4	0	-2	-5
CCOC(=O)C1(Cc2ccccc2)CCN(Cc2cc(OC)c3c(c2)OCO3)CC1	3	7	3	2	-2	6	-4	-3	-6
COc1cc2c(cc1OC)C(C(=O)Nc1ccc3c(c1)OCCO3)C(c1cccnc1)N(C)C2=O (configuration not stated)	1	-2	4	-1	7	-2	-1	-1	-9
O=C(COc1ccccc1)Nc1nnc(S(=O)(=O)N2CCCC2)s1	-1	6	-7	5	2	-1	-3	2	15
CCN(CC)S(=O)(=O)c1cccc(C(=O)N/N=C(\C)c2cccs2)c1	-2	7	12	-2	4	-1	-1	-18	2
Cc1nc2sc(C(c3cccs3)N3CC(C)CC(C)C3)c(O)n2n1 (configuration not stated)	0	-5	-1	1	5	-5	-5	-2	2
COc1cccc(C(=O)NCCS(=O)(=O)NC2CCCC2)c1	-2	5	2	-1	7	-5	-2	5	-1
CC(C)CC1(C)NC(=O)N(CC(=O)NC(=O)Nc2ccc3c(c2)OCCO3)C1=O (configuration not stated)	-3	-8	-11	8	0	0	-7	8	10
CNC(=S)NCCc1ccccc1	1	9	-9	2	2	1	-1	3	-1
Nn1c(SCC(=O)NCC2CCCO2)nnc1-c1ccco1 (configuration not stated)	x	-4	x	1	2	x	2	x	19
CSc1c(C#N)c(N)c(C#N)c2c1COC(C)(C)C2	0	8	6	1	-4	5	-4	-5	18
COc1cc(OC)c(OC)cc1CN1CCN(Cc2ccc(SC)cc2)CC1	1	6	-1	1	-1	0	-7	1	23
CCOc1ccc(OCc2ccc(C(=O)N3N=C(C(F)F)CC3(O)C(F)F)o2)cc1 (configuration not stated)	-3	-1	7	2	-1	-7	1	1	-1
O=C(O)C1=C[C@H](c2csc3ccccc23)C[C@H](OCc2ccc(CO)cc2)O1	4	-1	1	6	-4	5	-2	-3	-26
Cc1cc(CN(C)C(=O)c2ccc(OC3CCN(CCc4ccccc4)CC3)cc2)on1	5	6	2	4	5	4	-3	3	12
O=C(Nc1ccc(CN2CCOCC2)cc1)c1ccc(Br)cc1	0	1	6	4	2	-2	1	-4	13
COc1ccc(Cc2nnc(NC(=O)c3cc(OC)cc(OC)c3)s2)cc1	-5	4	-16	14	-3	-4	-5	-7	-3
COc1ccc(Cl)cc1NC(=S)NN1CCOCC1	1	5	-2	3	4	7	0	0	5
COc1ccc(N2C(=O)CC(N3CCCC4CCCCC43)C2=O)cc1 (configuration not stated)	2	-8	11	-3	1	7	6	-8	12
FC(F)(F)c1nnc(Nc2ccc(Cl)cc2)s1	-5	x	19	5	x	-4	1	-5	-22
CCOC(=O)/C=C/c1nc(C(=O)OCC)c(C)c(=O)[nH]1	1	3	-1	5	-3	-3	-3	2	4
CN(C(=O)CCN1CCCO1)C1CCCN(Cc2ccccc2F)C1 (configuration not stated)	0	7	5	0	4	3	-2	-2	8

(more compounds)
compound	LYPLA1 inh	PAFAH1B3 FP inh	GSTO1 counter	pPAFAH FP inh	PAFAH1B2 FP inh	LYPLA2 inh	PAD4 FP inh	PME-1 inh	PREPL inhibitor
CCN(CC)CCNC(CC(=O)Nc1ccc(Cl)cc1Cl)C(=O)O (configuration not stated)	4	-3	2	0	-4	2	-1	-1	-8
Cc1cc(C)c(SCCc2ccncc2)c(C)c1	2	3	2	8	4	0	0	4	4
O=C(CN1CCN(Cc2ccccc2Cl)CC1)N/N=C/C=C\c1ccccc1[N+](=O)[O-]	0	4	7	6	0	3	2	4	15
Nc1ccn(Cc2ccc(F)cc2)n1	4	5	7	0	6	-2	-2	-1	0
CC(C)CCN(C(=O)c1csnn1)C(C(=O)NC1CCCC1)c1ccccc1 (configuration not stated)	-1	4	-1	1	11	2	3	-5	-3
O=C(C1=COCCO1)N1CCN(S(=O)(=O)c2cccc(F)c2)CC1	1	3	x	3	5	0	-1	6	-1
CCCN(Cc1ccccc1)S(=O)(=O)c1ccc(N2C(=O)CCC2=O)cc1	4	0	3	4	10	8	-1	7	15
Cc1ccc(CSCC(=O)N(C)CC(=O)Nc2ccccc2C(F)(F)F)cc1	-1	-6	11	1	-2	3	3	0	0
COC(=O)C1=NNC2(c3ccc(C)cc3)C(=O)N(c3cccc(C)c3C)C(=O)C12 (configuration not stated)	0	3	-1	0	1	-4	0	6	-2
COc1ccc2nc(SCCOC(=O)Nc3ccc(Cl)cc3)nc(C)c2c1	-13	-13	-9	0	-1	-21	5	-26	-25
O=C(O)c1ccccc1NSc1ccccc1[N+](=O)[O-]	-3	6	2	13	4	-1	4	8	-3
CCN(CC(=O)Nc1c(F)cccc1F)C(=O)CSC(=S)N1CCCC1	3	6	x	3	-1	0	-4	-3	4
COc1ccc(NC(=O)c2c[nH]c(=O)n(-c3ccc(C)c(C)c3)c2=O)cc1OC	2	1	-3	4	7	3	4	7	6
O=C(Nc1cccnc1)c1cccnc1Cl	-1	9	4	0	7	-2	-2	-9	10
COc1ccc(OCCCC(=O)OC(C)C(=O)Nc2cccc(C(C)=O)c2)cc1 (configuration not stated)	-2	-1	1	4	1	-7	7	6	16
CCOC(=O)C1=C(C)N=C2SC(CC)C(=O)N2C1c1cccc(F)c1 (configuration not stated)	-3	-4	10	0	2	-1	-3	0	6

Sorted by the number under PME-1 inh (falling): three from the list above.
smiles	PME-1 inh
CCOC(=O)C1=C(C)N=C2SC(CC)C(=O)N2C1c1cccc(F)c1 (configuration not stated)	0
CCN(CC)CCNC(CC(=O)Nc1ccc(Cl)cc1Cl)C(=O)O (configuration not stated)	-1
CC(C)CCN(C(=O)c1csnn1)C(C(=O)NC1CCCC1)c1ccccc1 (configuration not stated)	-5

Source: PubChem
